EWS-Fli block = EWS/Fli transcriptional activity inhibition. A673 NR0B1-luciferase reporter, viability-normalised. 350,000 compounds, 0.67% hits. AID 651661. inhibition, % at 12.6 µM;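 active = mean inhibition of at least 50% after viability correction, with every replicate also passing that limit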;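 note: firefly luciferase signal divided by Alamar Blue viability fluorescence both relative to DMSO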
LGR2 antag = blocks bursicon-induced cAMP signaling via Drosophila LGR2; inhibition, % at 9.99 µM; HEK293 LGR2, CRE-luciferase, bursicon-stimulated, 4 h; 380,000 compounds, 0.35% hits;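 active = drop in luminescence signal, shown as inhibition above about 50% in the replicate tests, limit read from the data, passing the limit was not always enough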;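 note: agonist challenge used bursicon conditioned medium at about half maximal strength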
ERAP1 HTS inh = inhibitors of human ERAP1 aminopeptidase; inhibition, % at 10.7 µM; Q9NZ08; 340,000 compounds, 0.15% hits; AID 652197; recombinant ERAP1, Leu-AMC fluorescence, 60 min;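 active = mean replicate inhibition of at least 30%, or all replicates individually reaching that 30% level; inactive = mean below 30% and not every replicate reaching it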;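 note: 0% = neutral control wells and 100% = L-leucinethiol positive control wells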
Target sequence (Q9NZ08 whole entry, looked up): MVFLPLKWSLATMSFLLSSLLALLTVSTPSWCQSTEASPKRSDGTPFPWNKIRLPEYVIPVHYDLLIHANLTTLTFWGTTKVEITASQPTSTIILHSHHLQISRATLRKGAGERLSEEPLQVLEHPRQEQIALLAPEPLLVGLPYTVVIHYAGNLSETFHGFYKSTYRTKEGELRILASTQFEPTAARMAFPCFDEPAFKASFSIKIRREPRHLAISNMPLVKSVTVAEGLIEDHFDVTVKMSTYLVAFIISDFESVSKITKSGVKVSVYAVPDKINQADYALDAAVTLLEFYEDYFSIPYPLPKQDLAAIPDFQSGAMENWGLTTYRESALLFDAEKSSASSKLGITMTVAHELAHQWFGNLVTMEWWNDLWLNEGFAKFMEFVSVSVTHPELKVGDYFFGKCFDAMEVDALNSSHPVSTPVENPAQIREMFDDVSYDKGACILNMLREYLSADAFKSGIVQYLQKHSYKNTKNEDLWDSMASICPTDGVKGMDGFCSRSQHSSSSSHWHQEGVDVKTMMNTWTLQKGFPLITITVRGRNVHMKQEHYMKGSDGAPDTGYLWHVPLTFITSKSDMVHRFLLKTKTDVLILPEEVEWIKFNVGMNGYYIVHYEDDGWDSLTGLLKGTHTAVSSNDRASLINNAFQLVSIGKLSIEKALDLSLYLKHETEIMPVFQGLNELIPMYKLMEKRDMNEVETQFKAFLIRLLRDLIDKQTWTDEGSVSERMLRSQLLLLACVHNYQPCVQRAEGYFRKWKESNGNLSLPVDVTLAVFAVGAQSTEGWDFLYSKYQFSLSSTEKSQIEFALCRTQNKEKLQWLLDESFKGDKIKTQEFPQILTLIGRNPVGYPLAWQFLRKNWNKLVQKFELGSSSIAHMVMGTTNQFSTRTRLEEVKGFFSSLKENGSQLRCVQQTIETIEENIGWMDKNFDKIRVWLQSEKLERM
PGC1a acetyl inh = modulators of PGC1a acetylation | U2OS PGC1a acetylation, AlphaScreen anti-acetyl-lysine; with virally co-expressed GCN5 acetyltransferase | inhibition, % at 15.6 µM | 350,000 compounds, 0.17% hits;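 active = every replicate shows inhibition of at least 40%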;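 note: 0% = neutral control wells and 100% = positive control wells; some results beyond the cut were filed as inactive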
PAX8 inh HTS = PAX8 transcriptional activity inhibition. RMG-I TPO-luciferase reporter, SteadyGlo, 24 h. inhibition, % at 12.6 µM. 360,000 compounds, 1.2% hits. AID 652154;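 active = mean replicate inhibition at least 60% with every replicate also reaching 60%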;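 note: luciferase light reporting Pax8 driven TPO promoter activity; plate controls were median of neutral control wells for no effect and mitoxantrone controls for full effect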
S100A4 inh HTS = blocks human S100A4 binding to myosin IIA peptide. P26447. S100A4/TAMRA-MyoIIA peptide fluorescence polarization. inhibition, % at 10.7 µM. 360,000 compounds, 0.14% hits;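 active = mean inhibition of at least 70% across replicates, with every replicate also reaching that level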
Target sequence (P26447 whole entry, looked up): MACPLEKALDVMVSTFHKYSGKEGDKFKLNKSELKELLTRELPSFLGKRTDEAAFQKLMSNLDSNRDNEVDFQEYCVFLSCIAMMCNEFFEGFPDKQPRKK
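Assay system: human S100A4 monomer with TAMRA-labelled myosin IIA peptide / Buffer or medium: Calcium-containing HEPES buffer, pH 7.2 / Reagent: TAMRA-labelled myosin IIA heavy-chain peptide probe, 5 nM / Compound: one dose per compound / Timing: polarization read 5 min after assay mix addition, stable 5–60 min / Benchmarks: neutral control DMSO, positive control TFP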
FN deposition inh = fibronectin deposition inhibition; AH1F fibroblasts, Alexa488-fibronectin deposition fluorescence, overnight; inhibition, % at 12.6 µM; 350,000 compounds, 0.086% hits; AID 743247;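 active = mean inhibition across replicates of 30% or more, regardless of how many single replicates reach that level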;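 note: positive control wells lacked labelled fibronectin entirely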
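Assay system: AH1F fibroblasts assembling fluorescent fibronectin matrix; Amount: 10000 AH1F cells per well; Buffer or medium: DMEM, 2% serum; Probe or stimulus: Alexa488-fibronectin, 24 nM final in well; Doses: single compound dose, delivered by pin transfer; Incubation: 1 h adhesion, overnight exposure; Measured by: fluorescence 485/525 nm; Read-out: fibronectin deposition inhibition.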
PglD inh = PglD (C. jejuni) enzyme inhibition; purified PglD enzyme, DTNB colorimetric CoA detection; inhibition, % at 12.5 µM; 360,000 compounds, 0.098% hits; AID 602405; in the data active = inhibition above about 16%, passing the limit was not always enough; note: strong numbers were not always called active
Numbers without * were called inactive.

Screening CCN1C[C@@H]2[C@@H]3C(=O)N(Cc4ccccc4)C(=O)[C@@H]3[C@](Cc3ccccc3)(C1=O)N2C(=O)c1ccc(Cl)cc1 returned EWS-Fli block 6, LGR2 antag -14, ERAP1 HTS inh 1, PAX8 inh HTS 23, S100A4 inh HTS -4, FN deposition inh -1 and PglD inh -3.
COc1ccc(CCNc2nc3ccccc3n3cnnc23)cc1OC was read as EWS-Fli block -11, LGR2 antag 18, ERAP1 HTS inh 1, PGC1a acetyl inh 5, PAX8 inh HTS -17, S100A4 inh HTS -1, FN deposition inh -7 and PglD inh 1.
`C/C(=N/NC(=O)C1CC1(c1ccccc1)c1ccccc1)c1cccs1` (stereo not given) gave EWS-Fli block -9, LGR2 antag 8, ERAP1 HTS inh 1, PAX8 inh HTS -5, S100A4 inh HTS -4 and FN deposition inh 6.
For CC(C)C#Cc1cnc2c(c1)C(=O)N([C@H](C)CO)C[C@H](C)[C@@H](CN(C)C(=O)Cc1ccncc1)O2 the results were EWS-Fli block -2, LGR2 antag 19, ERAP1 HTS inh 1, PGC1a acetyl inh 8, PAX8 inh HTS -6, S100A4 inh HTS 4, FN deposition inh -32 and PglD inh -2.
For C[C@H](CO)N1C[C@H](C)[C@H](CN(C)C(=O)Nc2ccc3c(c2)OCO3)OCCCC[C@H](C)Oc2ccc(NC(=O)Cc3ccccc3)cc2C1=O the results were EWS-Fli block 2, LGR2 antag 44, PGC1a acetyl inh -8, PAX8 inh HTS 9 and PglD inh 5.
Screening C=CCn1c(-c2ccc(N)cc2)nc2ccccc21 returned EWS-Fli block -73, LGR2 antag -67, PGC1a acetyl inh 5, PAX8 inh HTS -162, S100A4 inh HTS 8, FN deposition inh -4 and PglD inh -1.
For CCCCN(CC)CCNC(=S)Nc1ccc2nc(N3CCN(C)CC3)cc(C)c2c1 the results were EWS-Fli block 12, LGR2 antag 17, ERAP1 HTS inh 0, PGC1a acetyl inh -29, PAX8 inh HTS -4, S100A4 inh HTS -1, FN deposition inh 16 and PglD inh -3.
For COc1cc2c(cc1OC)CN(C(=O)[C@H]1[C@@H]3C(=O)O[C@@H](c4ccccc4)[C@@H](c4ccccc4)N3[C@@H](c3ccc(O)cc3)[C@]13C(=O)Nc1ccc(C#CC4(O)CCCCCC4)cc13)CC2 the results were EWS-Fli block -11, ERAP1 HTS inh -1, PGC1a acetyl inh 3, S100A4 inh HTS -19 and PglD inh 4.
Screening O=C(Nc1ccc2[nH]ncc2c1)c1cccc(F)c1 returned EWS-Fli block -55, LGR2 antag -22, ERAP1 HTS inh -2, PAX8 inh HTS -82, S100A4 inh HTS 1, FN deposition inh 10 and PglD inh 1.
COc1ccc(-c2csc(NC(=S)NC(=O)c3ccc(S(=O)(=O)N(C)C)cc3)n2)cc1OC was read as LGR2 antag -3, ERAP1 HTS inh 0, PGC1a acetyl inh -4, PAX8 inh HTS -5, S100A4 inh HTS -3, FN deposition inh 9 and PglD inh 6.
`Cc1nnc(NC(=O)c2ccc(N3CCCC3=O)cc2)s1` gave EWS-Fli block -21, LGR2 antag -22, ERAP1 HTS inh 1, PAX8 inh HTS -96, S100A4 inh HTS -3 and FN deposition inh 5.
Screening CCOC(=O)c1cnc(SCc2cccc3ccccc23)nc1N returned PGC1a acetyl inh -4, PAX8 inh HTS -23, FN deposition inh -2 and PglD inh 1.
Screening O=C(c1cnccn1)N1CC(=O)N2[C@@H](CO)[C@@H](c3ccc(-c4ccc(F)cc4)cc3)[C@@H]2C1 returned LGR2 antag -4, ERAP1 HTS inh 1, PGC1a acetyl inh 0 and S100A4 inh HTS 1.
For CN1C(C(=O)NCc2ccco2)CC2Cn3c(nc4cc5ccccc5cc43)C21 (stereo not given) the results were EWS-Fli block -11, LGR2 antag -8, ERAP1 HTS inh -1, PAX8 inh HTS -10, S100A4 inh HTS -3, FN deposition inh -8 and PglD inh -2.
Screening COc1ccc(C(C)(NC(C)=O)c2nc(-c3ccc(F)cc3OC)cs2)cc1 (stereo not given) returned EWS-Fli block 0, ERAP1 HTS inh 0, PGC1a acetyl inh 4, PAX8 inh HTS -16, S100A4 inh HTS -1, FN deposition inh 5 and PglD inh -2.
Screening Cc1ccc(NC(=O)CN(C)C(=O)c2ccc(NS(=O)(=O)c3cccc([N+](=O)[O-])c3)cc2)cc1 returned EWS-Fli block -17, LGR2 antag 10, ERAP1 HTS inh 0, PGC1a acetyl inh 5, PAX8 inh HTS 1, S100A4 inh HTS 0, FN deposition inh 2 and PglD inh 4.
`COc1ccc(NC(=O)CSc2nc(SC)ns2)cc1` gave EWS-Fli block -123, LGR2 antag -58, ERAP1 HTS inh -6, PAX8 inh HTS -184, S100A4 inh HTS 2, FN deposition inh -8 and PglD inh 1.
`COc1ccccc1C(=O)O/N=C(/c1ccncc1)c1ccc([N+](=O)[O-])cc1` gave EWS-Fli block -12, LGR2 antag -18, ERAP1 HTS inh 6, PAX8 inh HTS 2 and S100A4 inh HTS -2.
For CCCCNC(=O)C[C@H]1C[C@@]2(C(=O)OC)C(=C[C@H](COCc3ccccc3)O[C@@H]2C)N(Cc2ccc3c(c2)OCO3)C1=O the results were EWS-Fli block -5, LGR2 antag -10, ERAP1 HTS inh 3, PAX8 inh HTS -5, S100A4 inh HTS 5 and FN deposition inh -2.
For O=C(O)c1cc(-c2cccs2)nn1-c1cccc(Cl)c1 the results were EWS-Fli block 1, LGR2 antag 11, ERAP1 HTS inh -4, PGC1a acetyl inh 6, PAX8 inh HTS 5, S100A4 inh HTS 3 and FN deposition inh 7.
Screening C/C=C/c1ccc([C@@H]2[C@H](C#N)N(C(=O)Cc3ccccn3)[C@H]2CO)cc1 returned EWS-Fli block -14, LGR2 antag 4, ERAP1 HTS inh 1, PGC1a acetyl inh 7, PAX8 inh HTS 0, S100A4 inh HTS 1, FN deposition inh -3 and PglD inh -3.
`CCCn1c(SCC(=O)NC2CCCCC2)nnc1-c1ccccn1` gave EWS-Fli block -6, LGR2 antag 10, ERAP1 HTS inh -6, PAX8 inh HTS -3, S100A4 inh HTS 5, FN deposition inh -7 and PglD inh 0.
Screening CCN(CC(=O)Nc1ccc2c(c1)CCC2)Cc1nc2ccccc2c(=O)[nH]1 returned PGC1a acetyl inh -3, PAX8 inh HTS 5, FN deposition inh -3 and PglD inh 1.
For COC(=O)C[C@@H]1C[C@@H]2c3cc(NS(C)(=O)=O)ccc3O[C@@H]2[C@H](CO)O1 the results were EWS-Fli block -6, LGR2 antag -4, ERAP1 HTS inh 2, PGC1a acetyl inh -1, PAX8 inh HTS 2, S100A4 inh HTS -6 and PglD inh -1.
For Cc1ccc(C2(c3ccccc3)NC(=O)N(CC(=O)NCc3ccccc3)C2=O)cc1C (stereo not given) the results were EWS-Fli block -73, LGR2 antag -5, ERAP1 HTS inh 1, PGC1a acetyl inh -11, PAX8 inh HTS 34, S100A4 inh HTS -2, FN deposition inh 2 and PglD inh -6.
For Cc1cnc(C(=O)OCC(=O)c2ccc(F)cc2)cn1 the results were LGR2 antag -15, ERAP1 HTS inh 2, PGC1a acetyl inh -3, PAX8 inh HTS -2, S100A4 inh HTS -6, FN deposition inh 3 and PglD inh 2.
For CCN1CCN(C(=O)c2cc3nc(-c4ccccc4)cc(C(F)(F)F)n3n2)CC1 the results were LGR2 antag -3, ERAP1 HTS inh 1, PGC1a acetyl inh -10, S100A4 inh HTS 6 and PglD inh 0.
Screening O=C(c1nn2c(C(F)(F)F)cc(-c3ccccc3)nc2c1Cl)N1CCOCC1 returned PGC1a acetyl inh 0, PAX8 inh HTS 13, FN deposition inh -6 and PglD inh 0.
C[C@H](CO)N1C[C@H](C)[C@H](CN(C)Cc2ccncc2)Oc2cc(-c3cncnc3)ccc2S1(=O)=O was read as EWS-Fli block -12, LGR2 antag 0, ERAP1 HTS inh 2, PGC1a acetyl inh 10, S100A4 inh HTS 15 and PglD inh -1.
Screening COc1ccc(S(=O)(=O)NNC(=O)C23CC4CC(CC(C4)C2)C3)cc1[N+](=O)[O-] returned EWS-Fli block -1, LGR2 antag 3, ERAP1 HTS inh 1, PAX8 inh HTS 2, S100A4 inh HTS 5 and FN deposition inh 10.
`Cc1cn([C@H]2C[C@H](O)[C@@H](CNC=O)O2)c(=O)[nH]c1=O` gave EWS-Fli block 0, LGR2 antag 12, ERAP1 HTS inh 0, PGC1a acetyl inh 6, PAX8 inh HTS -9, S100A4 inh HTS 1, FN deposition inh -4 and PglD inh -3.
Screening CN1C(=O)C(=O)/C(=C(/O)c2ccccc2)C1c1ccccc1 (stereo not given) returned EWS-Fli block 7, LGR2 antag -7, ERAP1 HTS inh -1, PAX8 inh HTS 6, S100A4 inh HTS 1, FN deposition inh 13 and PglD inh 4.
CSc1nsc(SC)c1C(=O)NC(=O)Nc1cccnc1 was read as EWS-Fli block -5, LGR2 antag -5, PAX8 inh HTS -5, S100A4 inh HTS -10 and FN deposition inh 1.
For Cc1nnc(SCC(=O)NC(C)(C)C)n1NCc1ccc(N(C)C)cc1 the results were EWS-Fli block 9, LGR2 antag 1, ERAP1 HTS inh 6, PGC1a acetyl inh -17, PAX8 inh HTS -3, S100A4 inh HTS 2, FN deposition inh -4 and PglD inh -5.
CN(C)C(=O)[C@H]1[C@H](CO)[C@H]2Cn3c(ccc(-c4cncnc4)c3=O)[C@@H]1N2C(=O)NC1CCCC1 was read as EWS-Fli block -2, LGR2 antag 9, PAX8 inh HTS -6 and PglD inh -1.
Cc1cccc(C(=O)OC(C)C(=O)Nc2ccc(S(=O)(=O)N3CCCC3)cc2)c1O (stereo not given) was read as EWS-Fli block 5, LGR2 antag 14, ERAP1 HTS inh 3, PAX8 inh HTS -6, S100A4 inh HTS 1, FN deposition inh 2 and PglD inh -1.
For COCCn1c(=NC(=O)CSCC(=O)NC2CCCCC2)sc2cc(OC)ccc21 the results were PGC1a acetyl inh -5, PAX8 inh HTS -4, FN deposition inh -14 and PglD inh 2.
Screening C[C@@H]1CN([C@@H](C)CO)C(=O)CCCn2nncc2CO[C@@H]1CN(C)Cc1ccccc1 returned EWS-Fli block -2, LGR2 antag 5, ERAP1 HTS inh 0, PGC1a acetyl inh 8, S100A4 inh HTS -3, FN deposition inh 9 and PglD inh -2.
CN(C)C(=O)C[C@@H]1CC[C@H]2[C@@H](COc3ccc(NS(=O)(=O)c4cccc(F)c4)cc3C(=O)N2C)O1 was read as EWS-Fli block 10, LGR2 antag 4, ERAP1 HTS inh 3, PGC1a acetyl inh 5, PAX8 inh HTS 5, S100A4 inh HTS 13, FN deposition inh -9 and PglD inh 0.
O=C(CO/N=C/c1ccc(Cl)cc1Cl)NNC(=O)c1ccc(Cl)cc1Cl was read as EWS-Fli block -8, LGR2 antag 15, ERAP1 HTS inh 7, PGC1a acetyl inh 11, PAX8 inh HTS 4, S100A4 inh HTS -2 and FN deposition inh 9.
CCN(CC)C(=O)Cn1cc(C(=O)C(=O)NCc2cccnc2)c2ccccc21 was read as EWS-Fli block 4, LGR2 antag -1, ERAP1 HTS inh 0, PGC1a acetyl inh 4, PAX8 inh HTS 6, S100A4 inh HTS -6, FN deposition inh -104 and PglD inh -1.

Two neighbouring entries out of the list so far, quoted:
O=C(CO/N=C/c1ccc(Cl)cc1Cl)NNC(=O)c1ccc(Cl)cc1Cl was read as EWS-Fli block -8, LGR2 antag 15, ERAP1 HTS inh 7, PGC1a acetyl inh 11, PAX8 inh HTS 4, S100A4 inh HTS -2 and FN deposition inh 9.
CCN(CC)C(=O)Cn1cc(C(=O)C(=O)NCc2cccnc2)c2ccccc21 was read as EWS-Fli block 4, LGR2 antag -1, ERAP1 HTS inh 0, PGC1a acetyl inh 4, PAX8 inh HTS 6, S100A4 inh HTS -6, FN deposition inh -104 and PglD inh -1.
